Screening data: PubChem, National Center for Advancing Translational Sciences (NCATS)
ERG Ets-DNA blk – blocks human ERG Ets domain binding to DNA | actives 0.028% (n = 370,000) | AID 624246 | P11308 | fluorescence polarization, His-ERG Ets domain / labelled DNA | Potency, µM (series often up to 76.9 µM), for the others: at the top dose FP activity, negative = inhibition, most hits filed as inhibitors; active = well fitted inhibition curve with a large enough effect in the polarisation, with a control signal flat; inconclusive = small, poorly fitted or top-dose-only effect, or effect the other way, or a change in a side signal; inactive = no such curve, though single readings can be large or run the other way; the % refers to the polarisation;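 note: polarization taken with two DNA probes labelled with fluorescein and Texas red; potency is the fitted concentration of half-maximal effect; % of control where 0% means no effect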
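His-tagged ERG Ets domain (1 uM in the protein solution; 300mM KCl, 50mM Tris-HCl, 1mM EDTA, 1mM DTT, pH 7.5) received compound, then a probe mix of 5 nM fluorescein-DNA and 100nM Texas-615-DNA. Fluorescence polarization was read for both dyes.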
G9a inh – G9a (human) methyltransferase inhibition. Q96KQ7. G9a H3K9 monomethylation, AlphaScreen, 2 h. Potency, µM (top dose mostly 102 µM), for the others: at the highest dose activity, negative = inhibition, most hits filed as inhibitors. actives 8.8% (n = 350,000). AID 504332; note: potency is the fitted concentration of half-maximal effect; % is set by controls: 0 for no effect and ±100 for the full control effect; nearly all actives have a fitted effect of over 75% in size
Target sequence (Q96KQ7 913-1193 limits assumed): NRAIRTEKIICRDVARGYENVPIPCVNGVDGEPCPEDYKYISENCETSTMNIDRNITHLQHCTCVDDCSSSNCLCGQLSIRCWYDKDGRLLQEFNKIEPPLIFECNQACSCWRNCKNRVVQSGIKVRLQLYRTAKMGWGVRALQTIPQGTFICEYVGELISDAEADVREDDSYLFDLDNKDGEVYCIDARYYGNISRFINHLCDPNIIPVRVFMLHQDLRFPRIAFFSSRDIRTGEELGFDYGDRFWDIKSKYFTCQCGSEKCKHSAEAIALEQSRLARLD
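G9a (20 nM) was preincubated 15 min with compound, then reacted 2 h at room temperature with 500 nM biotin-H3K9 peptide and 20 µM SAM. Monomethyl-H3K9 detected by AlphaScreen using anti-H3K9me1 antibody.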
HP1b binding inh – inhibitors of HP1-beta chromodomain binding to methylated histone tails; AlphaScreen HP1-beta / biotin-H3K9me3 peptide binding; actives 0.56% (n = 390,000); P83916; Potency, µM (highest dose often 114 µM), inactives show at the top dose activity change, negative = inhibition, usual class: inhibitors; note: potency is the fitted concentration of half-maximal effect; nearly all actives have a fitted effect of over 70% in size; inactives centre near 23
Target sequence (P83916 whole entry, looked up): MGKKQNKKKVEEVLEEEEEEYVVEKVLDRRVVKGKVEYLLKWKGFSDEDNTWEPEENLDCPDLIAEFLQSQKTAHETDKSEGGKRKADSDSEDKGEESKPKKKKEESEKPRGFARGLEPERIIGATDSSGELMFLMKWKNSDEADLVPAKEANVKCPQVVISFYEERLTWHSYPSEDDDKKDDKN
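Compound inhibition of the preformed complex between 50 nM HP1-beta and 50 nM biotinylated H3K9me3 peptide was read by AlphaScreen. Buffer was PBS pH 7.4 with 0.01% Tween-20. Incubations ran 30 min at room temperature, with 10 ug/mL donor/acceptor beads.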
BAZ2B block – blocks human BAZ2B. actives 4.4% (n = 360,000). AlphaScreen BAZ2B-H3K14Ac peptide displacement. Potency, µM (series often up to 114 µM), inactives show at the top dose activity change, negative = inhibition, hits mostly inhibitors; note: potency is the fitted concentration of half-maximal effect; % is set by controls: 0 for no effect and ±100 for the full control effect; nearly all actives have a fitted effect of over 60% in size
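BAZ2B (50 nM) with biotin-H3(5-23)K14Ac peptide (50 nM) in PBS pH 7.4, 0.01% Tween-20, preformed 30 min, then compound 30 min at room temperature; top concentration 110uM. AlphaScreen streptavidin donor/nickel chelate acceptor beads (10 ug/mL final), 20 min dark, signal read.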
GLS inh – inhibitors of human glutaminase (GLS); GLS enzymatic activity, qHTS titration; Potency, µM (top dose mostly 45.5 µM), for inactives: top-dose activity change, negative = inhibition, usual class: inhibitors; actives 0.21% (n = 410,000); note: potency is the fitted concentration of half-maximal effect; % is set by controls: 0 for no effect and ±100 for the full control effect
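Assay buffer: 45 mM KH2PO4 pH 8.2, 0.02% Tween-20. hKGA acts on L-glutamine (1 mM solution added); product glutamate is reported by an oxidase/peroxidase Amplex Red coupling, with fluorescence taken at baseline and 30 min.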
PGK inhibitor – blocks T. brucei phosphoglycerate kinase | Potency, µM (top dose mostly 57.5 µM), without a hit: at the highest dose activity change, negative = inhibition, actives largely listed as inhibitors | AID 602233 | PGK/GAPDH coupled, Kinase-Glo luminescence, 60 min | actives 0.043% (n = 380,000) | P07378; note: potency is the fitted concentration of half-maximal effect; % is set by controls: 0 for no effect and ±100 for the full control effect; nearly all actives have a fitted effect of over 60% in size
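Luminescent ATP detection (Kinase-Glo Plus) follows a 60-minute room-temperature incubation, with wells lacking PGK as controls. Buffer: 100 mM TEA (pH 7.6), 5 mM MgCl2, 0.01% Tween-20. Coupling enzyme GAPDH (100 nM final) supplies unstable 1,3-BPG in-well.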
PI4K2A block – blocks human PI4K2A kinase activity; purified PI4K2A, ADP-Glo luminescence, 1 h; hits give low values; activity change, negative = inhibition, % at 76.9 µM; Q9BTU6; actives 0.13% (n = 420,000); in the data active = activity change below about -50%; inconclusive = mostly about -30% to -49%;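 note: -100% = wells without enzyme as full effect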
Target sequence (Q9BTU6 whole entry, looked up): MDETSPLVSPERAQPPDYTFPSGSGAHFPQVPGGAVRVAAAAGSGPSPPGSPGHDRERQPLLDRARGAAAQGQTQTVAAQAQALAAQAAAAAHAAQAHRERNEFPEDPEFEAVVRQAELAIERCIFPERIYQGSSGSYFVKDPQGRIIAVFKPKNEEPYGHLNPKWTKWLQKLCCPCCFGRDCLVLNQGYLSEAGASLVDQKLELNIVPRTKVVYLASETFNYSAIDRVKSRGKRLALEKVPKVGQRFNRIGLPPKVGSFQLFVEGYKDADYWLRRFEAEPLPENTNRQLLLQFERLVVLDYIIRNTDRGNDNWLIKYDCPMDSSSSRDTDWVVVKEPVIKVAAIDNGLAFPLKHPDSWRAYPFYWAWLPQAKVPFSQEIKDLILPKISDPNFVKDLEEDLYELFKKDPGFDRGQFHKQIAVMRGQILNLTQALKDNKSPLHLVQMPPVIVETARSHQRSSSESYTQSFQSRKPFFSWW
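Compounds are screened against recombinant PI4K2A using PI as substrate and ATP, the latter dispensed at 300 microM. Reactions run one hour at ambient temperature before ADP-Glo detection; full inhibition defined by wells lacking enzyme.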
Pin1 inhibitor – blocks the human prolyl isomerase Pin1 | Q13526 | Pin1 FP peptide displacement, HiFluor488, 10 min | Potency, µM (highest dose often 115 µM), inactives show at the highest dose activity, negative = inhibition, actives largely listed as inhibitors | actives 0.009% (n = 390,000); active = well fitted inhibition curve with a large enough effect in the polarisation, with a control signal flat, not every such curve was filed as active; inconclusive = small, poorly fitted or top-dose-only effect, or effect the other way, or a change in a side signal; inactive = no such curve, though single readings can be large or run the other way; the % refers to the polarisation; note: potency is the fitted concentration of half-maximal effect; % is set by controls: 0 for no effect and ±100 for the full control effect
JMJD2A Tudor inh – JMJD2A Tudor domain (human) inhibition | AlphaScreen JMJD2A-Tudor / H3K4me3 peptide binding | Potency, µM (highest dose often 114 µM), without a hit: at the top dose activity change, negative = inhibition, actives largely listed as inhibitors | actives 4.4% (n = 390,000); note: potency is the fitted concentration of half-maximal effect; % is set by controls: 0 for no effect and ±100 for the full control effect; nearly all actives have a fitted effect of over 50% in size
* hit, by the source's call; i = inactive; ? = inconclusive; nt = not tested or not shown; & = joins results of further samples; [ ] = dose if it differs, or a comment. Unless noted, calls come from the whole dose curve; as a rule, active = well fitted curve in the direction sought with a large enough effect; inconclusive = small, poorly fitted or top-dose-only effect, or another doubt; inactive = no such curve, though single readings can be large; an effect the other way counts as inactive or inconclusive. Random draw from the library; about 11% have a hit in one of these screens.

HP1b binding inh	Pin1 inhibitor	PI4K2A block	BAZ2B block	PGK inhibitor	G9a inh	GLS inh	ERG Ets-DNA blk	JMJD2A Tudor inh	structure
31%	8%	-4	4%	i	-5%[2.33 µM]	0%	6%	-9%	CCOC(=O)N1CCN(c2ncnc3scc(-c4ccccc4)c23)CC1
24%	4%	5	-31%	-1%	-17%	12%	2%	-11%	Cc1ccc(N(CC(=O)NCc2ccncc2)S(C)(=O)=O)cc1Cl
3%	-2%	-3	-2%	i	11%	1%	-5%	-1%	Nc1ncn(-c2ncc(C(F)(F)F)cc2Cl)n1
23%	-2%	2	18%	-4%	23%[12.7 µM]	-3%	1%	-15%	COC(=O)Nc1ccc(S(=O)(=O)N2CCCC(C(=O)N3CCN(C)CC3)C2)cc1 (stereo unspecified)
50%[activator]	-1%	-3	10%	-9%	11%[59 µM]	?	10%	-23%	COc1cc(/C=N/NC(=O)C(=O)NCC2CCCO2)ccc1O (stereo unspecified)
25%	0%	5	1%	6%	57%[activator]	-3%	5%	?	Cc1ccc(C(=O)OCC(=O)NC(C)C)cc1S(=O)(=O)N1CCOCC1
37%	1%	-5	-5%	3%	13%	-2%	2%	-13%	CCn1cc(C(=O)NCCCN2CCC(C)CC2)c2cc(OC)c(OC)cc2c1=O
19%	?	1	nt	8%	nt	2%	-2%	19%	CC(NC(=O)OCc1ccccc1)c1ccccc1 (stereo unspecified)
25%	-3%	2	-1%	7%	99%[activator]	0%	3%	-2%	O=C(NCc1ccc(N2CCCC2=O)cc1)C1CCC(=O)N(Cc2ccccc2F)C1 (stereo unspecified)
17%	-2%	5	8%	2%	9%[59 µM]	14%	1%	0%	O=C(N/N=C/c1ccc(OCCCF)cc1)c1cc(OCC(F)(F)F)ccc1OCC(F)(F)F
11%	-7%	3	-5%	-4%	7%[59 µM]	8%	7%	-16%	O=C(CC1SC(=Nc2ccccc2)N(CCCCO)C1=O)NCc1ccccc1 (stereo unspecified)
10%	0%	6	5%	-4%	25%[59 µM]	14%	-7%	-18%	CC1(C)Cc2c(sc3nc(-c4ccccc4Cl)n(N)c(=O)c23)CO1
29%	-3%	-4	2%	-2%	91%[activator]	3%	-7%	-4%	Oc1cccc2ccc(/C=C/c3ccc(Br)s3)nc12
85%[activator]	-2%	2	81%[activator]	-7%	?	2%	5%	66%[activator]	Cc1ccc(OC(=O)c2snnc2C)cc1C
19%	-5%	-3	?	-6%	-8%	-7%	5%	?	CCOC(=O)N1CCC(N2Cc3cccc(C(=O)Nc4ccc(S(=O)(=O)N(CC)CC)cc4)c3C2=O)CC1
29%	7%	0	-23%	-4%	2%[59 µM]	-5%	nt	-14%	COc1cc(NC(=O)COC(=O)C2CC2)c(C)cc1[N+](=O)[O-]
9%&10%	-2%&-1%	3&7	?	0%&-5%	4%	1%&14%	-11%&-4%	-28%&-20%	COc1ccccc1N1CCN(CCCNC(=O)Cn2ncc3c([nH]c4ccccc43)c2=O)CC1
34%[activator]	0%	3	-2%	-6%	nt	-12%	2%	-7%	Cc1nccn1CCCNC(=O)C1CCC(=O)N(Cc2ccccc2F)C1 (stereo unspecified)
?	-5%	3	28µM*	-7%	7.1µM*	-8%	2%	50µM*	O=C(Nc1nc(-c2ccccn2)cs1)c1ccc(F)c(S(=O)(=O)N2CCOCC2)c1
39%[activator]	29%	-4	-29%	-5%	-5%	9%	-9%	1%	Cc1cccc(Nc2ccc(C(=O)N3CCOCC3)cn2)c1
50%[activator]	6%	1	-10%	-9%	nt	0%	-3%	-14%	Cn1nc(C(F)(F)F)c(-c2ccc(Br)cc2)c1NC(=O)c1cccnc1
21%	10%	3	9%	0%	19%	-13%	?	?	COc1cccc(N=C2CC(C)(C)CC(=O)/C2=C(/O)c2ccccc2)c1
26%	1%	0	-18%	-8%	-5%[12.7 µM]	-3%	-10%	-18%	COc1ccc(C[C@H]2CN3C(=NC[C@@H]3C)N2CCNC(=O)CCC2CCCCC2)cc1
47%[activator]	-11%	0	-11%	5%	-4%	-8%	-11%	-12%	Cc1ccc(C)c(NC(=O)NNC(=O)CCc2ccccc2)c1
19%	0%	-5	7%	-9%	11%[0.0925 µM]	19%	-1%	5%	Cn1c2c(c(=O)n(C)c1=O)CN(CCN1CCNCC1)CN2
39%[activator]	0%	-10	nt	i	nt	3%	-10%	-13%	C#CCOCCOCCOCCNc1nc(N2CCN(C(=O)Cn3cc(CCO)nn3)CC2)nc(N2CCN(C(=O)[C@H](Cc3ccc(O)cc3)n3cc(CCO)nn3)CC2)n1
-4%	?	-4	nt	-5%	-44%	6%	-4%	-29%	CCCn1c(N/N=C\C=C\c2ccccc2)nc2c1c(=O)[nH]c(=O)n2C
39%	5%	-1	-20%	-2%	-2%[0.501 µM]	-1%	3%	-22%	CCCCN1CC(=O)N2[C@H]3c4cc(Cl)ccc4OC[C@@H]3[C@H](c3ccccc3)[C@]2(C)C1=O
23%	-8%	1	-5%	2%	50µM*	1%	5%	-7%	CC(C)(C)C(=O)CN1CCN(C2c3ccccc3-c3ccccc32)CC1
23%	19%	1	-4%	i	21%[59 µM]	2%	1%	-26%	Fc1ccc2nc(Nc3nc4cc5c(cc4s3)OCCO5)sc2c1
27%	4%	13	3%	-1%	?	-2%	-2%	-16%	CCN(CC)S(=O)(=O)c1cccc(C(=O)N2CCCc3ccccc32)c1
23%	12%	-19	nt	-10%	-29%	0%	-7%	-17%[57.1 µM]	Cc1cccc(N=Cc2cc(Br)cc(Cl)c2O)c1
17%	2%	-5	3%	i	-10%	-9%	1%	-28%	COc1ccc(S(=O)(=O)N2CCN(c3ccc4nnc(-c5ccc(F)cc5)n4n3)CC2)cc1
17%	42%[activator]	3	?	-5%	14µM*	6%	8%	?	CCOC(=O)c1ccc(NC(=O)c2nn(C)c3c2COc2ccccc2-3)cc1
13%	7%	1	4%	nt	10%	1%	nt	-6%	CCCc1ncc(C(O)c2cccc(OC)c2OC)n1C (stereo unspecified)
34%	-1%	-4	8%	3%	0%[0.501 µM]	-2%	-1%	-8%	COc1cc2cc(CCOC(=O)CCCC(=O)O)oc(=O)c2cc1OC
30%	-5%	4	-38%	-4%	2µM*	-23%	-2%	-34%	C=CCn1c(CCSCc2ccc(OC)c(C)c2)n[nH]c1=S
19%	?	-1	-13%	-1%	2%	-12%	-6%	-22%	COc1ccc(CNC(=O)CSc2nnc(-c3cccnc3)n2N)cc1
18%	?	4	0%	-2%	27%[59 µM]	8%	-6%	-1%[57.1 µM]	COc1cc2c(cc1OC)CN(C(=O)CC1CC3CCC1C3)CC2 (stereo unspecified)
42%	-14%	1	10%	i	33%[59 µM]	18%	-3%	11%	O=C(Cc1ccccc1F)Nc1cccc2cccnc12
67%[activator]	2%	4	0%	-4%	31%[activator][59 µM]	-7%	2%	8%	Cc1ccc(F)cc1S(=O)(=O)N1CCC(c2nc3ccccc3s2)CC1
6%	-2%	8	-5%	nt	-38%[59 µM]	-7%	-2%	-15%	COC(=O)c1ccc(CSc2nnc(SCc3ccc(C(=O)OC)o3)s2)o1
-9%	2%	-2	?	-5%	-1%	-4%	-1%	-20%	COc1cc(Cl)cc(/C=C/c2ccc3cccc(O)c3n2)c1OC
16%	46%[activator]	6	-3%	i	-3%[59 µM]	-6%	1%	-13%	CCOC(=O)c1cnc2c(C)cc(C)cc2c1NCCN1CCOCC1
28%	1%	-1	10%	11%	-7%	4%	-5%	-9%	COc1ccc(Cl)cc1C(=O)OCC(=O)N(C)CC(=O)Nc1ccc(F)cc1
122%[activator]	-5%	5	74%[activator]	-1%	40%[59 µM]	3%	-10%	82%[activator]	CCOC(=O)CCN(Cc1cccs1)S(=O)(=O)c1ccc(Cl)cc1
36%	12%	2	13%	i	?	8%	3%	-7%	CCS(=O)(=O)CCSc1nc2ccccc2s1
1%	-3%	6	?	-8%	13%[59 µM]	9%	-4%	-29%	CCOC(=O)CN(C(=O)CSc1nnc(CNc2ccc(C)cc2C)n1CC)c1ccccc1
20%	4%	-3	nt	-10%	?	6%	-8%	-5%	Cn1c(SCC(=O)Nc2cccc(S(=O)(=O)N3CCOCC3)c2)nnc1-c1ccncc1
50%[activator]	-5%	2	3%	-6%	5%	-10%	-2%	0%	COc1cc(C(=O)Nc2ccc3nc4n(c(=O)c3c2)CCCC4)ccc1Br
15%	-16%	?	nt	-4%	6%	0%	0%	-5%	O=C1Nc2ccc([N+](=O)[O-])cc2C1=Nc1cccc(CO)c1
81%[activator]	3%	3	29%	i	112%[activator]	-15%	-15%	51%[activator]	COc1ccc(S(=O)(=O)N2CCN=C2SCc2cccc(F)c2)cc1
36%	-14%	5	0%	-16%	0%	1%	2%	7%	CCOc1cc(OCC)cc(C(=O)O)c1
78%[activator]	?	2	15%	5%	31%	11%	1%	15%	Cc1nn(C(C)(C)C)c(OC(=O)CC(C)C)c1S(=O)(=O)c1ccccc1
27%	-2%	-1	?	9%	30%	12%	-6%	-18%	CN(c1ccc(OCC(=O)NC2=NCCS2)cc1)S(=O)(=O)c1ccc(F)cc1
